Bioassay records: PubChem, The Scripps Research Institute Molecular Screening Center
Fam108B counter – Fam108B inhibition, counter-screen for RBBP9 inhibitors | recombinant Fam108B, FP-Rh probe fluorescence polarization | inhibition, % at 9.51 µM | hit rate 0.33% among 300,000 | AID 1947;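 active = inhibition above the screen mean inhibition plus 3 SD, computed separately per campaign, cut at about 18% in these data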;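 note: inhibitors lower polarization as less probe binds the enzyme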
PAD4 FP inh – blocks human protein arginine deiminase 4; inhibition, % at 6.36 µM; AID 485272; hit rate 0.41% among 330,000; recombinant PAD4, RCA probe fluorescence polarization;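 active = percent inhibition above a cutoff equal to the mean of all tested compounds plus 3 SD, cut at about 15% in these data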;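 note: 0% = PAD4 with RCA probe and DMSO and 100% = probe without PAD4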
PME-1 primary – PME-1 (human) inhibition. Q9Y570. inhibition, % at 5.9 µM. hit rate 0.53% among 320,000. recombinant PME-1, FP-Rh probe fluorescence polarization;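 active = inhibition above the campaign mean of all compounds plus 3 SD, cut at about 26% in these data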;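 note: competitive labeling of PME-1 active site by serine hydrolase directed probe; 0% = PME-1 with DMSO and 100% = wells lacking PME-1 enzyme; inhibitors block probe labeling so polarization falls and inhibition rises; many of its hits are not listed in these tables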
pPAFAH FP inh – inhibitors of human plasma PAF acetylhydrolase (pPAFAH). hit rate 1.5% among 330,000. inhibition, % at 3.39 µM. Q13093. AID 463082. recombinant pPAFAH, FP-rhodamine probe fluorescence polarization;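 active = inhibition above the mean inhibition across the screen plus 3 SD, cut at about 25% in these data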;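 note: inhibitors block binding of the rhodamine activity-based probe so polarization drops; 0% = enzyme with DMSO and 100% = wells lacking pPAFAH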
PAFAH2 FP inh – inhibitors of human PAFAH2. Q99487. recombinant PAFAH2, FP-rhodamine activity probe, fluorescence polarization. inhibition, % at 3.39 µM. hit rate 0.99% among 340,000. AID 492956;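 active = inhibition above the mean over all tested compounds plus 3 SD, cut at about 30% in these data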;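 note: inhibitors block probe labeling of enzyme so polarization drops; 0% = enzyme with DMSO and 100% = wells lacking PAFAH2 protein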
PAFAH1B3 inh – PAFAH1B3 (human) inhibition; Q15102; recombinant PAFAH1B3, FP-rhodamine probe, fluorescence polarization; inhibition, % at 3.39 µM; hit rate 0.28% among 340,000; AID 492972;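 active = inhibition above the screen-wide average of all tested compounds plus 3 SD, cut at about 25% in these data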;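 note: 0% = enzyme with DMSO only and 100% = wells lacking PAFAH1B3 protein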
Target sequence (Q15102 whole entry, looked up): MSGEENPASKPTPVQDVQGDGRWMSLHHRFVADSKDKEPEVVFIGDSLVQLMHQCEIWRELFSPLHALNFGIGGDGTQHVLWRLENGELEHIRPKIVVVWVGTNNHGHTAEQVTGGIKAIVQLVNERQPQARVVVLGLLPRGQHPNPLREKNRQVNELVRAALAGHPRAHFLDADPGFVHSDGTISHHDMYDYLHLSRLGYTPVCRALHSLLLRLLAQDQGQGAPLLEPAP
LYPLA1 counter – blocks human lysophospholipase 1, a PME1 counter-screen. inhibition, % at 5.9 µM. hit rate 0.16% among 320,000. O75608. recombinant LYPLA1, FP-Rh probe fluorescence polarization;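 active = inhibition above the mean of all tested compounds plus 3 SD, set per campaign, cut at about 14% in these data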;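 note: inhibitors block serine hydrolase probe labeling of LYPLA1 so polarization falls; 0% = enzyme with DMSO and 100% = wells lacking LYPLA1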
Target sequence (O75608 whole entry, looked up): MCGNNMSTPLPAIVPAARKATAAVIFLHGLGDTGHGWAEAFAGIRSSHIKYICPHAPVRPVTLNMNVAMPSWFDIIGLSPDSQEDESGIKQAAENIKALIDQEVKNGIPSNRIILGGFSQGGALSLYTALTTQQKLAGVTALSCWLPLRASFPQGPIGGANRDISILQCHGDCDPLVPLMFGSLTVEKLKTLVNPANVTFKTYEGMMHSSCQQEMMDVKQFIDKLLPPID
PAFAH1B2 inh – inhibitors of human PAFAH1B2. P68402. recombinant PAFAH1B2, FP-rhodamine activity probe, fluorescence polarization. inhibition, % at 3.39 µM. hit rate 1.2% among 340,000. AID 492953;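 active = inhibition above the mean of all tested compounds plus 3 SD, cut at about 24% in these data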;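 note: 0% = enzyme with DMSO and 100% = wells lacking PAFAH1B2; many of its hits are not listed in these tables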
Target sequence (P68402 whole entry, looked up): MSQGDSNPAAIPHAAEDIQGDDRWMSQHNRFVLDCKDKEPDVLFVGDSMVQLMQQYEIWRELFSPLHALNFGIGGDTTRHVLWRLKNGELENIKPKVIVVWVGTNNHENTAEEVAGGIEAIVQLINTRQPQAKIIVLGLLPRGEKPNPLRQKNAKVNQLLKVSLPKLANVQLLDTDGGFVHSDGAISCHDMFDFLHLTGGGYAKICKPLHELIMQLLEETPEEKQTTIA
GSTO1 counter – blocks human GSTO1 in RBBP9 counter-screen; P78417; hit rate 1.1% among 300,000; inhibition, % at 5.96 µM; AID 1974; recombinant GSTO1, activity-based probe fluorescence polarization;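 active = inhibition above the campaign mean inhibition plus 3 SD, cut at about 35% in these data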;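 note: 0% = GSTO1-1 with DMSO and 100% = wells lacking GSTO1-1 enzyme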
Target sequence (P78417 whole entry, looked up): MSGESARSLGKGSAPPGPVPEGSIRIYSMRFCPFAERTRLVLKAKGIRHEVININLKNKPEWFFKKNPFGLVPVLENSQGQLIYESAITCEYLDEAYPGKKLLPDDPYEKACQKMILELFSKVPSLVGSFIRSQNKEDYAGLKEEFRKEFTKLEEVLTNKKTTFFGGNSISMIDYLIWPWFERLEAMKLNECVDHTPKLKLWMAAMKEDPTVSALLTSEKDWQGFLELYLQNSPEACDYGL
Numbers without * were called inactive; / = no result given.

Screens in order – Fam108B counter, PAD4 FP inh, PME-1 primary, pPAFAH FP inh, PAFAH2 FP inh, PAFAH1B3 inh, LYPLA1 counter, PAFAH1B2 inh, GSTO1 counter
#1 COC(=O)N/N=C/c1cn(CCCOc2ccccc2)c2ccccc12
  1, -1, 21, 17, -3, 4, 3, -1, -2
#2 NCCSSCCN
  -1, 3, -3, -1, 1, 7, -1, 3, 11
#3 CCOC(=O)C(=CNc1ccc2c(c1)c1ccccc1n2CC)C(=O)OCC
  -3, -1, 20, 11, 1, 4, 3, 5, 6
#4 COc1ccc(-c2nc(-c3cccc(C)c3)nc(N3CCN(C)CC3)c2C#N)cc1
  1, 1, 1, 2, -3, -2, 0, -3, 1
#5 COc1ccc(CN2C(=O)c3cccnc3C2=O)cc1S(=O)(=O)N1CCCCC1C (centres undefined)
  -5, -3, 0, 1, 11, -1, -7, -1, 2
#6 Cc1cc(NC(=O)C(C)SCC(=O)Nc2ccccc2N2CCCCC2)no1 (centres undefined)
  1, -2, 10, -2, -8, -5, 4, 5, -3
#7 Cc1ccc(-n2c(O)c(C=NC3CCS(=O)(=O)C3)c3ccccc3c2=O)c(C)c1 (centres undefined)
  2, 4, -7, -1, 4, 5, -5, 4, 19
#8 COc1ccc(N/N=C(/Oc2ccc([N+](=O)[O-])cc2)C(C)=O)cc1
  3, -3, 6, 5, 6, 0, -3, -1, 6
#9 CCN(CC(=O)Nc1c(F)cccc1F)C(=O)c1ccc(N2CCOCC2)c([N+](=O)[O-])c1
  2, 1, -5, -5, 5, 0, 7, 5, 12
#10 CCOc1cccc(C(=O)Nc2ccc3c(c2)OCCO3)c1
  2, -1, -2, -4, -8, 5, -1, 1, -2
#11 CCOC(=O)C1(Cc2ccc(OC)cc2)CCN(C(=O)CN2CCOC2=O)CC1
  -3, -2, -3, 1, 9, 12, -2, 16, -4
#12 Cc1ccc(Cl)cc1N1CCN(C(=O)Cc2csc(Nc3nc(=S)[nH]c4ccccc34)n2)CC1
  -3, 2, -6, 2, 4, 0, 0, 1, 4
#13 COc1cc(C(=S)N2CCOCC2)cc(OC)c1OC(=O)Cc1ccc(F)cc1
  0, -2, 1, 8, -4, 11, 3, 1, 4
#14 COc1ccc(C(=O)N2CCN(c3ccc(NC(=O)c4ccco4)cc3)CC2)cc1
  -1, -6, -3, 9, 1, 10, 3, 5, -1
#15 CCC(=O)N1CCN(c2ccccc2NC(=O)COc2ccc(C(C)C)cc2)CC1
  7, -2, -19, 6, -7, 5, -1, 8, -16
#16 C/C=C(/C)C(=O)Nc1cccc(C2=NOC3(C2)C[C@@H](C(N)=O)N(C(=O)[C@H]2CCC(=O)N2)C3)c1 (some centres undefined)
  2, 0, 2, 5, -2, 3, 1, -5, 4
#17 COCCNC(=O)CS(=O)Cc1nc(-c2ccc(OC)cc2)oc1C (centres undefined)
  -9, 5, 1, 2, 3, 4, -1, 1, 6
#18 C1=C(c2ccccc2)N2CCN=C2S1
  2, -4, -1, -3, 1, 6, 1, 0, 3
#19 O=C(N/N=C/c1ccc(Cl)cc1)c1ccc2c(c1)OCO2
  -6, -4, -13, 0, 4, 7, -5, 6, 2
#20 COc1ccc(C(=O)n2nnc3ccccc32)cc1Br
  -6, 0, -2, 6, 3, 6, 0, 5, -4
#21 CCCC(=O)O[C@@H]1C[C@@H](C)N(C(=O)c2ccccc2)c2ccc(C)cc21
  -3, -6, -1, 8, 2, -4, 1, 4, -2
#22 CC(=O)N/C(=C\c1ccc(F)cc1)C(=O)NC(Cc1ccccc1)C(=O)O (centres undefined)
  -12, -4, -2, 2, 4, 10, 0, 3, 5
#23 COc1ccccc1CNC(=O)c1cnn2c(C(F)F)cc(C)nc12
  1, -3, 2, 0, 9, -3, -1, 4, -4
#24 O=C(NC1CCS(=O)(=O)C1)c1cn(-c2ccccc2)nc1-c1ccccc1 (centres undefined)
  -3, -4, -4, 7, -6, 4, -1, 0, 6
#25 Cc1ccc(S(=O)(=O)CCC(=O)NCCC2=CCCCC2)cc1
  0, 0, 1, 1, 4, 8, -2, 0, 2
#26 CN1CCN(CCCNC(=O)c2ccc3c(=O)n(CCc4ccccc4)c(=O)[nH]c3c2)CC1
  0, -3, 0, 3, -2, 0, -4, 6, 1
#27 Cc1cc(=O)[nH]c(SCCc2ccccc2)n1
  3, 2, 4, -4, 3, 9, 1, 7, -3
#28 COc1cc(NC(=O)CN2CCC(C(N)=O)(N3CCCCC3)CC2)c(OC)cc1Cl
  3, 2, 0, -2, 0, 3, -2, 2, 7
#29 OC(CN1CCOCC1)CN(c1ccccc1)c1ccccc1 (centres undefined)
  3, -1, 11, -3, -8, 5, -2, 1, 1
#30 CCCC(=O)C1=C(O)C(C(=O)OC)C(C)(C)CC1=Nc1cccc2ccccc12 (centres undefined)
  -4, -2, -2, -4, 0, -2, 2, 2, -10

Part of the list above, set out differently:
7	Cc1ccc(-n2c(O)c(C=NC3CCS(=O)(=O)C3)c3ccccc3c2=O)c(C)c1 (centres undefined)
16	C/C=C(/C)C(=O)Nc1cccc(C2=NOC3(C2)C[C@@H](C(N)=O)N(C(=O)[C@H]2CCC(=O)N2)C3)c1 (some centres undefined)
17	COCCNC(=O)CS(=O)Cc1nc(-c2ccc(OC)cc2)oc1C (centres undefined)
18	C1=C(c2ccccc2)N2CCN=C2S1

Assay by compound | 7 | 16 | 17 | 18
Fam108B counter | 2 | 2 | -9 | 2
PAD4 FP inh | 4 | 0 | 5 | -4
PME-1 primary | -7 | 2 | 1 | -1
pPAFAH FP inh | -1 | 5 | 2 | -3
PAFAH2 FP inh | 4 | -2 | 3 | 1
PAFAH1B3 inh | 5 | 3 | 4 | 6
LYPLA1 counter | -5 | 1 | -1 | 1
PAFAH1B2 inh | 4 | -5 | 1 | 0
GSTO1 counter | 19 | 4 | 6 | 3

(listing goes on)
Screens in order – Fam108B counter, PAD4 FP inh, PME-1 primary, pPAFAH FP inh, PAFAH2 FP inh, PAFAH1B3 inh, LYPLA1 counter, PAFAH1B2 inh, GSTO1 counter
#31 Cc1cccnc1-n1c(CCN2C(=O)c3ccccc3C2=O)nc2ccccc2c1=O
  3, -6, 1, 2, 5, 2, 2, 4, -1
#32 Cc1cc(C)c2nc(-c3ccccn3)cc(C(=O)n3cccn3)c2c1
  -2, -3, -2, -2, -5, 6, -1, 4, 8
#33 COc1ccc(C2C(C#N)=C(N)OC3=C2C(=O)CCC3)cc1OC (centres undefined)
  -1, -2, 2, 1, 5, 1, 2, 3, 9
#34 COc1ccc(CNC(=O)CCCn2nc(C)c3c(C)n(-c4ccccc4)nc3c2=O)cc1
  2, 0, 2, 8, -6, 5, 4, 4, 9
#35 CCOC(=O)c1c(O)c2ccccc2oc1=O
  3, -4, -3, 4, 0, -1, 0, 0, -8
#36 O=C(COC(=O)c1cncc(Br)c1)Nc1nc(-c2ccc(F)cc2)cs1
  -15, -4, -6, 10, -14, -7, -7, -6, -2
#37 O=C(NCC(=O)N1CCN(C(=O)c2ccco2)CC1)c1ccc(Cl)cc1
  6, 6, 3, 1, 8, 9, 1, 0, 5
#38 Cc1cccc(C(=O)NCCC(=O)Nc2ccc(C#N)cc2)c1
  1, -4, 0, -1, 3, 4, -1, 5, 1
#39 O=C(NNC(=O)c1ccccc1O)c1ccc(Cl)c(S(=O)(=O)N2CCCCC2)c1
  3, -7, 0, 6, 9, 11, 2, 5, 15
#40 O=C(Nc1ccc(Cl)c(C(F)(F)F)c1)C(=O)N1CCCCC1
  -3, 3, -2, 16, 15, 0, -3, 3, 2
#41 CCn1nc(NS(=O)(=O)c2ccc([N+](=O)[O-])cc2)c2cc3ccc(C)cc3nc21
  7, -2, -1, 11, 15, 4, -1, 14, 6
#42 O=C(CSc1nc2ccccc2c(=O)n1-c1ccccc1)N1CCN(CCO)CC1
  5, -2, -1, -6, 9, 7, -2, 3, 1
#43 CC(=O)Nc1ccc(Nc2cc(C)nc3c(-c4ccccc4)c(C)nn23)cc1
  3, 1, 8, 10, 0, 2, 1, 5, -3
#44 Cc1cccc(N2CCN(S(=O)(=O)c3c(C)noc3/C=C/N(C)C)CC2)c1C
  1, -4, -4, 3, -2, 5, 0, 3, -9
#45 COCCCNC(=O)/C(C#N)=C/c1ccc(F)cc1
  2, -2, -1, 0, 4, 7, -2, 2, 16
#46 COc1cc(C(=O)O)c2c(c1C)OC(=O)c1c(C)cc(O)c(C=O)c1O2
  0, -11, 4, -2, 5, 10, 0, 5, 6
#47 Cc1c(C)n2c(SCC(=O)N3CCC(C)CC3)nnc2[nH]c1=O
  -2, 6, 0, 5, -3, 5, 0, 2, 7
#48 Cc1cc(C)c2cc(C)c(SCC(=O)NCc3ccco3)nc2c1
  -1, 6, 7, 9, -9, 4, -3, 2, 1
#49 COc1cc(C2C3=C(CC(C)(C)CC3=O)OC(N)=C2[N+](=O)[O-])ccc1O (centres undefined)
  0, 6, 3, 2, 3, 5, 1, 3, 12
#50 Cc1cccc(NC(=O)CSc2nnc([C@@H](N)Cc3ccccc3)o2)c1C
  8, -5, 7, 9, 7, 4, 4, 5, 0
#51 CCCCN(C)CCn1c(=S)[nH]c2ccc(N3CCOCC3)cc2c1=O
  -7, -1, -12, -2, -1, 6, -1, 2, 5
#52 Cc1csc(NC(=O)Cc2ccccc2Cl)n1
  3, 1, 0, 2, -1, 12, -2, 1, 5
#53 CCC/C(=C1/c2ccccc2C(=O)N1c1ccccc1)c1ccc2c(c1)OCCO2
  /, -4, -9, 16, -4, -4, -6, 3, /
#54 CCOC(=O)CN(C(=O)COc1nc(-c2ccccc2)cc(C)c1C#N)c1ccccc1C
  -5, 20*, 5, -3, /, /, 2, /, -1
#55 COC(=O)c1ccccc1NC(=O)CN1C(=O)CSC1=O
  0, 1, -6, 5, 19, 7, 1, 4, 9
#56 CCOC(=O)C(=CNNc1cccc(Cl)c1)C(=O)OCC
  -1, -4, -3, 4, -5, -2, 1, 5, -4
#57 COc1ccc(Cn2nnnc2C(CC(C)C)N2CCN(c3ccccc3)CC2)cc1 (centres undefined)
  -3, -4, 0, 2, -3, 5, 0, -3, -8
#58 CCC(=O)N1CCC2(CC1)Oc1ccc(F)cc1C(=O)C21CC(c2ccccc2)=NO1 (centres undefined)
  1, -1, -1, -3, 4, 4, -3, 1, -2
#59 COCCN(C(=O)CSc1nncn1-c1ccccc1)c1c(N)n(Cc2ccccc2)c(=O)[nH]c1=O
  0, -1, 4, 7, -3, 1, -1, 1, -5
#60 CCOc1ccccc1NC(=O)CN(C)S(=O)(=O)c1cccc2nsnc12
  0, -3, 7, 4, -3, 0, -5, 3, 0

The list is partial (hit frequency here may not be typical).
